Bioassay records deposited in PubChem by The Scripps Research Institute Molecular Screening Center.
TAAR1 agonist = human TAAR1 agonism | Q96RJ0 | CHO RD-HGA16 TAAR1, Fluo-8 calcium fluorescence; vehicle wells 0%, saturating PEA agonist 100% | activation, % at 3 µM | actives 0.99% (n = 360,000);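 active means activation above the mean activation of all test compounds in the run plus 3 SD, cut at about 38% in these data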
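Test system: RD-HGA16 (CHO) cells co-expressing Gα16 and hTAAR1; dosing: one-point dosing at 3 µM (nominal); timing: 17-24 h seeding, 75 min 37 °C dye, 30 min RT; signal: kinetic Fluo-8 calcium fluorescence; read-out basis: % activation relative to PEA EC100 response; controls: DMSO and PEA EC100; replicates: n 1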
CHO parental Ca = counter-screen for OX1R antagonists: effect in parental CHO cells. actives 0.63% (n = 330,000). inhibition, % at 5.6 µM. parental CHO-K1, ATP-induced calcium, Fluo-8 fluorescence;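 active means inhibition above that plate's mean sample inhibition plus 3 SD, cut at about 26% in these data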;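 further: 0% = ATP-challenged DMSO wells and 100% = DMSO wells without ATP; some compounds past the cut are filed as inactive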
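Assay system – parental CHO cells · Reagent – ATP stimulus · Detection – intracellular calcium via Fluo-8 no-wash fluorescent dye · Evaluation – percent inhibition of ATP-evoked calcium rise, normalized to controls · Controls – ATP wells versus no-ATP DMSO wells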
M1 ag parental = M1 agonist counterscreen hit in parental CHO-K1 cells. AID 602248. activation, % at 3 µM. actives 0.48% (n = 360,000). Fluo-8 calcium fluorescence; scaled to maximal ATP response, vehicle zero; in the data active means activation above about 15%;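 further: untransfected CHO-K1 host cells lacking M1 receptor as counterscreen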
TAAR1 antag = human TAAR1 antagonism; Q96RJ0; CHO RD-HGA16 TAAR1, Fluo-8 calcium fluorescence, antagonist; inhibition, % at 3 µM; actives 1.5% (n = 360,000); AID 624466;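 active means inhibition above a per-plate cutoff, the mean inhibition of test compounds on that plate plus 3 SD, cut at about 49% in these data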;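 further: 0% = DMSO plus EC80 beta-PEA response and 100% = DMSO alone without agonist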
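Material: CHO RD-HGA16 cells bearing hTAAR1; compound dosing: one-point dosing, 3 µM nominal final; schedule: dye loading 75 min at 37 °C, then 30 min room temperature; measured by: calcium fluorescence with Fluo-8; control set: vehicle and agonist controls; replication: n of 1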
V1R ag counter = V1a receptor agonism, counter-screen for OXTR agonists; P37288; CHO-V1R cells, Fluo-8 calcium fluorescence, agonist mode; 0% DMSO, 100% 3 nM vasopressin; activation, % at 3 µM; AID 2797; actives 0.25% (n = 320,000);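 active means activation above the mean activation of all tested compounds plus 3 SD, per screening run, cut at about 20% in these data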;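 further: signal is peak over basal fluorescence ratio across a 100 second FLIPR read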
CHO-K1 Ca PAM = M1 PAM counterscreen hit in parental CHO-K1 cells | ATP EC20, Fluo-8 calcium fluorescence; 0% at ATP EC20, 100% at ATP max | activation, % at 3 µM | actives 0.02% (n = 360,000) | AID 602247;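 active means activation above the run cutoff, the mean activation of all test compounds plus 3 SD, cut at about 40% in these data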;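 further: peak over basal fluorescence ratio in a 140 s read after ATP addition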
CHRM1 agonist = activates human CHRM1 receptor; P11229; actives 0.33% (n = 360,000); activation, % at 3 µM; CHO-K1 hM1, Fluo-8 calcium fluorescence, agonist mode; 0% DMSO, 100% acetylcholine EC100; AID 588814;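 active means activation above the run's mean compound activation plus 3 SD, cut at about 16% in these data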;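 further: peak over basal fluorescence ratio within a 140 s kinetic read after compound addition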
Target sequence (P11229 whole entry, looked up): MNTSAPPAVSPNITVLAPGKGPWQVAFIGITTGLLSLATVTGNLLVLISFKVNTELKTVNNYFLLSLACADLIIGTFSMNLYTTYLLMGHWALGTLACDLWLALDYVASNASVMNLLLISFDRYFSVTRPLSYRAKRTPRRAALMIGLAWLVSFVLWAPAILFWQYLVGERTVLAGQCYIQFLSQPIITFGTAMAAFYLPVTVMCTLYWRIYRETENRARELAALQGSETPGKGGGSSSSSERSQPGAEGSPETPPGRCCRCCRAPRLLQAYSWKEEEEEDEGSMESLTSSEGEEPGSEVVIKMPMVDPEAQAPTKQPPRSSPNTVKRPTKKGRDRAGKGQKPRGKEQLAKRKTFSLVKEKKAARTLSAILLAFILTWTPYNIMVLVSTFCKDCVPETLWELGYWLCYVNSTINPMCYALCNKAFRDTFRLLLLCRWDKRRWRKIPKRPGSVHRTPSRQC
OXTR potentiator = human OXTR potentiation; activation, % at 3 µM; actives 0.061% (n = 320,000); P30559; CHO-OTR cells, Fluo-8 calcium fluorescence, potentiator mode; 0% = oxytocin EC15, 100% = EC100;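 active means activation above that plate's cutoff, the mean activation of tested compounds plus 3 SD, cut at about 6.6% in these data, passing the limit was not always enough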;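 further: 100% uses oxytocin at 75 nM as the full agonist control; some results filed as inactive read as strong as hits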
Target sequence (P30559 whole entry, looked up): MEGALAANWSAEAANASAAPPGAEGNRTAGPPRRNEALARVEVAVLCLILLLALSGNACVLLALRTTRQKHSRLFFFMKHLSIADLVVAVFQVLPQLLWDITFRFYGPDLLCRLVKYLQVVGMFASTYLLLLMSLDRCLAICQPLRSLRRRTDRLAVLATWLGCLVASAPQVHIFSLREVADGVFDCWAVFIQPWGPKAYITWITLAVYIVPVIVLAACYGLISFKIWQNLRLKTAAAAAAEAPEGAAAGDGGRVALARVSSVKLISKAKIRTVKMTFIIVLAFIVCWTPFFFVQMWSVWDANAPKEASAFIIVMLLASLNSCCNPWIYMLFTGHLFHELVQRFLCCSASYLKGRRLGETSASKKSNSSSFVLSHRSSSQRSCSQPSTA
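Replication – single well per compound, singlicate · Assay system – CHO cell line stably expressing human OTR · Timing – 6 min pre-incubation, 100 s read · Measure – normalized max/min fluorescence ratio, % activation · Doses – 3.0 µM, one dose · Detection – Fluo-8 calcium dye fluorescence · Probe or stimulus – oxytocin near EC15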
CHO-K1 Ca antag = nonselective inhibitor or artifact in parental CHO-K1 cells; ATP-induced calcium, Fluo-8 fluorescence; inhibition, % at 3 µM; actives 0.6% (n = 360,000); AID 602250;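 active means inhibition above a per-plate cutoff, the plate's mean sample inhibition plus 3 SD, cut at about 24% in these data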;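 further: 0% = DMSO plus EC80 ATP and 100% = DMSO alone without ATP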
* marks the source's active call; other numbers are inactive results; x = no result given.

(1) CC12CCCc3c(O)cc(=O)n(c31)-c1ccccc12 (stereo unspecified)
(2) Cc1ccccc1Cn1cc(NC(=O)c2cc3nc(-c4ccco4)cc(C(F)(F)F)n3n2)cn1
(3) O=C1c2ccc(Oc3ccc([N+](=O)[O-])cc3)cc2C(=O)N1CCCO
(4) CC(C)[C@H](NC(=O)C1CC(=O)N(c2ccc(F)cc2)C1)C(=O)N1CCCCC1 (stereo partly specified)
(5) CN(C(=O)COC(=O)c1ccccc1NC(=O)c1ccco1)C1CCS(=O)(=O)C1 (stereo unspecified)
(6) CC(=O)NCC(=O)N(C)C(C(=O)Nc1ccc(C(C)C)cc1)c1ccccc1 (stereo unspecified)

screen / no.	1	2	3	4	5	6
TAAR1 agonist	4	20	6	-1	1	17
CHO parental Ca	1	-24	3	-11	-7	0
M1 ag parental	0.2	2.0	1.4	-0.2	3.0	0.3
TAAR1 antag	-16	30	-3	-10	-20	-7
V1R ag counter	0.3	0.0	2.4	0.2	-0.3	-0.4
CHO-K1 Ca PAM	22	-1	-6	18	16	10
CHRM1 agonist	0	-2	-2	0	-4	1
OXTR potentiator	-1	-15	-16	-9	-16	-5
CHO-K1 Ca antag	-17	6	10	-16	-16	-6

(7) O=C(CN1CCCC1)Nc1ccc(F)cc1
(8) COC(C(=O)Nc1ccc(S(=O)(=O)Nc2cccc3ccccc23)cc1)c1ccccc1 (stereo unspecified)
(9) CCc1ccc(-n2cnc3cc(C(=O)NCC(OC)OC)ccc32)cc1
(10) Cc1ccc(-n2ncc3c2CC(C)(C)CC3NC(=O)CCCN2CCCCC2=O)cc1 (stereo unspecified)
(11) CCCCCCOC(=O)C(C#N)c1nc2ccccc2nc1N1CCCCC1 (stereo unspecified)
(12) O=C(CSc1ccc2nnc(-c3cccs3)n2n1)N1CCCC1

screen / no.	7	8	9	10	11	12
TAAR1 agonist	3	22	3	-1	2	0
CHO parental Ca	-2	7	-5	-21	-11	-12
M1 ag parental	-0.1	6.3	4.6	-0.7	0.0	1.0
TAAR1 antag	-21	-2	-5	-20	-2	-1
V1R ag counter	1.0	7.2	0.0	-0.9	-0.3	1.1
CHO-K1 Ca PAM	11	3	11	14	-4	11
CHRM1 agonist	-7	4	-6	-4	-2	-6
OXTR potentiator	-10	-10	0	-2	-2	-7
CHO-K1 Ca antag	-8	-2	-2	-10	14	-8

(13) O=C(CCn1c(=O)[nH]c2ccsc2c1=O)N1CCN(c2cccc(Cl)c2)CC1
(14) CN1C(=O)C(CC(=O)Nc2ccc(F)cc2)N(CCCc2ccccc2)C1=S (stereo unspecified)
(15) CCOC(=O)CN1CC23C=CC(O2)C(C(=O)NCc2cccs2)C3C1=O (stereo unspecified)
(16) O=C(NCc1nnc2c(C(F)(F)F)cc(Cl)cn12)c1cccnc1
(17) NC(=O)c1c(NC(=O)C2CCCO2)sc2c1CCCC2 (stereo unspecified)
(18) S=C1NC2(CCCCCC2)N=C1c1ccccc1

screen / no.	13	14	15	16	17	18
TAAR1 agonist	5	26	1	0	4	-2
CHO parental Ca	-18	4	-2	-15	-9	-10
M1 ag parental	1.4	3.2	0.6	3.4	0.6	0.8
TAAR1 antag	7	16	-6	-13	-2	-24
V1R ag counter	1.0	13	0.7	0.5	-0.2	-1.3
CHO-K1 Ca PAM	6	27	20	12	26	-4
CHRM1 agonist	-3	1	-6	-2	-11	-7
OXTR potentiator	-2	-21	-6	-5	-7	4
CHO-K1 Ca antag	12	3	-6	-7	-12	-16

(19) COc1cc(NC(=O)c2ccc(-c3cccnc3)c3ccoc23)cc(OC)c1OC
(20) CC(Sc1cccc[n+]1[O-])C(=O)Nc1cccc(S(=O)(=O)N2CCOCC2)c1 (stereo unspecified)
(21) O=C(O)CC1SC(=O)N(Cc2ccccc2)C1=O (stereo unspecified)
(22) O=C(c1ccccc1Cl)N1CCCC(c2nc3c(nnn3Cc3ccccc3)c(=O)[nH]2)C1 (stereo unspecified)
(23) CCN(CC)C(=O)C1=C(C)N(Cc2ccc(C(C)(C)C)cc2)C(=O)C(CC(=O)NCc2cccc3ccccc23)C1 (stereo unspecified)
(24) O=C(O)CCCC(=O)Nc1cc([N+](=O)[O-])ccc1O

screen / no.	19	20	21	22	23	24
TAAR1 agonist	12	1	4	x	3	11
CHO parental Ca	x	1	6	-30	x	-9
M1 ag parental	4.7	0.3	0.1	-0.7	3.1	-0.4
TAAR1 antag	44	-4	-1	x	6	2
V1R ag counter	x	-0.7	-0.5	-0.2	x	0.4
CHO-K1 Ca PAM	-4	18	2	7	11	-2
CHRM1 agonist	0	-6	0	-4	-8	-2
OXTR potentiator	x	-3	-7	-7	x	-8
CHO-K1 Ca antag	0	-1	2	-6	8	5

(25) COc1ccc(-n2c(CNC(=O)COc3ccccc3)n[nH]c2=S)cc1
(26) O/N=C1/CCCSc2ccccc21
(27) COc1ccc(C(C)=O)c(OC(=O)c2ccc(OC)c(OC)c2)c1
(28) C/C(=N\N1CCN(c2ccccc2)CC1)c1ccc(O)cc1
(29) Cc1[nH]c2c(C)cccc2c1CCNC(=O)c1ccc2c(c1[N+](=O)[O-])C(=O)c1ccccc1C2=O
(30) Cc1cc(-c2ccc(S(=O)(=O)NCc3ccc(Cl)cc3)cc2)on1

screen / no.	25	26	27	28	29	30
TAAR1 agonist	8	10	2	12	4	0
CHO parental Ca	0	-8	-3	x	2	x
M1 ag parental	2.0	0.0	0.1	0.6	0.3	2.3
TAAR1 antag	3	0	-11	-19	20	-11
V1R ag counter	3.1	0.1	0.1	x	-0.9	x
CHO-K1 Ca PAM	24	-8	7	-6	6	13
CHRM1 agonist	-4	-4	-3	-6	-4	-2
OXTR potentiator	-4	-5	6	x	-19	x
CHO-K1 Ca antag	-7	14	7	4	12	-2

(31) Cc1cccc(OCc2nnc(SCC(=O)NC3CCCC3)n2C)c1
(32) CCOC(=O)C1(Cc2cccc(Cl)c2)CCCN(C(=O)c2c(CC)noc2C)C1 (stereo unspecified)
(33) CCOc1cc(/C=N/NC(=O)c2cccc([N+](=O)[O-])c2)ccc1OS(=O)(=O)c1ccccc1
(34) O=Cc1cccn1-c1ncc(Br)cn1
(35) O=C(CSc1cn(CCNC(=O)c2ccc3ccccc3c2)c2ccccc12)NCc1ccco1
(36) CC1=C2C(CCS2(=O)=O)CC2(C1)C(=O)OC(C)(C)OC2=O (stereo unspecified)

screen / no.	31	32	33	34	35	36
TAAR1 agonist	-2	5	2	3	6	5
CHO parental Ca	-3	-33	-6	-16	13	5
M1 ag parental	0.9	4.7	2.4	0.4	1.6	1.1
TAAR1 antag	-5	-10	52*	-12	34	-30
V1R ag counter	-0.3	3.3	0.3	1.1	2.7	0.4
CHO-K1 Ca PAM	6	15	13	18	-5	14
CHRM1 agonist	-2	-3	-2	-2	-2	-2
OXTR potentiator	2	-9	-9	-2	-5	-9
CHO-K1 Ca antag	-13	-16	-3	-12	11	-15

Next part; it opens with the two that closed the last part.
(35) O=C(CSc1cn(CCNC(=O)c2ccc3ccccc3c2)c2ccccc12)NCc1ccco1
(36) CC1=C2C(CCS2(=O)=O)CC2(C1)C(=O)OC(C)(C)OC2=O (stereo unspecified)
(37) CC(C)NC(=O)Nc1ccc2c(c1)C(=O)N([C@H](C)CO)C[C@H](C)[C@@H](CN(C)S(=O)(=O)c1ccccc1)O2
(38) CC(=O)Nc1sc2c(c1C#N)CC(C)(C)NC2(C)C
(39) Fc1ccc(-c2ccc(NCCN3CCOCC3)nn2)cc1
(40) CCCCN(C(=O)CSc1nnnn1C)C1CCS(=O)(=O)C1 (stereo unspecified)
(41) S=C(c1cn(CCOc2ccccc2)c2ccccc12)N1CCCC1
(42) Clc1ccccc1CN1CCC(Cc2ccccc2)CC1

screen / no.	35	36	37	38	39	40	41	42
TAAR1 agonist	6	5	10	1	0	0	12	22
CHO parental Ca	13	5	-5	7	-7	0	-11	-26
M1 ag parental	1.6	1.1	0.3	0.4	0.9	0.2	0.5	-0.1
TAAR1 antag	34	-30	4	1	-3	9	9	-16
V1R ag counter	2.7	0.4	0.6	-0.2	0.5	0.6	-0.6	-0.5
CHO-K1 Ca PAM	-5	14	-1	7	12	14	-4	22
CHRM1 agonist	-2	-2	-11	-2	-7	-3	-4	-15
OXTR potentiator	-5	-9	-1	4	-5	-4	-11	2
CHO-K1 Ca antag	11	-15	-12	-1	-11	-14	-1	-14

The last 4 compounds of the part above lead into the next.
(39) Fc1ccc(-c2ccc(NCCN3CCOCC3)nn2)cc1
(40) CCCCN(C(=O)CSc1nnnn1C)C1CCS(=O)(=O)C1 (stereo unspecified)
(41) S=C(c1cn(CCOc2ccccc2)c2ccccc12)N1CCCC1
(42) Clc1ccccc1CN1CCC(Cc2ccccc2)CC1
(43) O=c1ccc(Oc2nc(N3CCCCC3)nc(N3CCCCC3)n2)n[nH]1
(44) Cc1cc(C)c2oc(C(=O)NCc3ccccc3)cc(=O)c2c1
(45) CCc1ccc(S(=O)(=O)Nc2ccc(-c3ccc4nnc(C)n4n3)cc2)s1
(46) CCc1ccc(OCC(=O)Nc2ccc(S(=O)(=O)N3CCOCC3)cc2)cc1

screen / no.	39	40	41	42	43	44	45	46
TAAR1 agonist	0	0	12	22	3	9	3	21
CHO parental Ca	-7	0	-11	-26	-1	-19	-7	0
M1 ag parental	0.9	0.2	0.5	-0.1	0.0	1.3	2.6	6.8
TAAR1 antag	-3	9	9	-16	-12	3	8	27
V1R ag counter	0.5	0.6	-0.6	-0.5	-1.3	-0.3	3.7	8.5
CHO-K1 Ca PAM	12	14	-4	22	-5	-10	11	16
CHRM1 agonist	-7	-3	-4	-15	0	-4	1	12
OXTR potentiator	-5	-4	-11	2	1	-8	-9	-12
CHO-K1 Ca antag	-11	-14	-1	-14	17	-3	-13	-10
